DNA FID counter: counter-screen for HCV NS3 helicase inhibitors: DNA intercalator displacement | inhibition, % at 7.9 µM | AID 1845 | DNA fluorescent intercalator displacement, fluorescence | hit rate 0.17% among 290,000; in the data active means inhibition above about 37%;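 further: 0% = vehicle and 100% = reference compound; higher means more ethidium bromide displaced from hairpin DNA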
CRFR2-BP ag: CRF-BP/CRF-R2 complex agonism; HEK293 CRF-R2/CRF-BP, calcium dye fluorescence (FLIPR); percent of saturating CRF peptide response; activation, % at 13.2 µM; hit rate 0.46% among 350,000; AID 588473;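 active means activation of at least 50%, plus an integration ratio under a set limit after plate pattern correction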;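 further: plate controls were neutral control wells without compound for no effect and CRF at EC100 for full effect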
GalR3 antagonist: antagonists of human GalR3; O60755; HEK293 GalR3-CNG cAMP membrane potential fluorescence; galR3 body fused to GalR1 C-terminus; inhibition, % at 3 µM; hit rate 0.44% among 360,000;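 active means inhibition above the screen-wide average plus 3 SD, cut at about 13% in these data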;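 further: forskolin and galanin both at EC90 stimulate the cells; cAMP rise reported by CNG channel membrane potential dye signal; 0% = forskolin plus galanin with DMSO and 100% = forskolin alone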
Target sequence (O60755 1-299 limits assumed): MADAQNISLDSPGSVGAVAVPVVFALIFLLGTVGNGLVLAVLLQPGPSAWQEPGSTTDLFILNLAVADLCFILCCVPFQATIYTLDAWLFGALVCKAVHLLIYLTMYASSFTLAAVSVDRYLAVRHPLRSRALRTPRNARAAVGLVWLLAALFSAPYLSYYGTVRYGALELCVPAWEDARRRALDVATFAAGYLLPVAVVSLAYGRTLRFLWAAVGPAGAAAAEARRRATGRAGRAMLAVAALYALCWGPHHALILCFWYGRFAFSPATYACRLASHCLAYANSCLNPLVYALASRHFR
UBC9 SUMO inh: SUMOylation inhibition; P63279; HTRF SUMOylation assay, SAE1/SAE2 + UBC9, in vitro; inhibition, % at 35 µM; hit rate 0.36% among 290,000; AID 2006; in the data active means inhibition above about 50%, passing the limit was not always enough; further: strong numbers were not always called active
Target sequence (P63279 whole entry, looked up): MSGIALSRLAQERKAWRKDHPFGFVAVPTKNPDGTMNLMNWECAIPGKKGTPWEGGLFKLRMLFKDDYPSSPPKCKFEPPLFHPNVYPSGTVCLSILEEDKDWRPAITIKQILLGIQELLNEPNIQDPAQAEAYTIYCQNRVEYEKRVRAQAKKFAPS
HCV NS3 hel inh: inhibitors of Hepatitis C virus NS3 helicase | NS3 helicase DNA unwinding, Cy5 molecular beacon fluorescence | inhibition, % at 10.9 µM | hit rate 0.56% among 290,000 | AID 1800;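 active means inhibition above the mean of all tested compounds plus 3 SD, set per campaign, cut at about 35% in these data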;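 further: 0% = DMSO wells and 100% = thioflavine S control wells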
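Compound dosing – single dose, 10.9 µM nominal final, DMSO 0.8% final · System – NS3 helicase fragment of HCV · Buffer or medium – MOPS pH 6.5, MgCl2, DTT, Tween20, BSA · Signal – Cy5 beacon fluorescence read at start and 1 h · Also added – annealed dual-labelled DNA beacon duplex, ATP-started · Schedule – 1 h at 25 °C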
CRFBP-R2 block: CRF-BP/CRF-R2 complex antagonism; HEK293 CRF-R2/CRF-BP, CRF-induced calcium fluorescence; inhibition, % at 11.8 µM; hit rate 0.59% among 350,000;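 active means inhibition of the ligand-induced calcium signal above about 50% at the single tested concentration, limit read from the data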
MEKK2 WT-MEK5: raises or lowers MEK5 binding to wildtype human MEKK2 PB1 domain; Q9Y2U5; bead flow cytometry, Alexa488-MEK5 binding to MEKK2 WT; actives lie on both sides; hit rate 1.1% among 290,000; AID 1531; binding response (% of control), % at 10 µM; in the data active means binding response below about 67% or above about 130%
MEKK2 mut-MEK5: signal of MEK5 binding to mutant human MEKK2 PB1 domain; percent response, % at 10 µM; bead flow cytometry, Alexa488-MEK5 binding to MEKK2 mutant; hit rate 0.35% among 290,000; AID 1530; in the data active means percent response above about 24%, passing the limit was not always enough; further: inactives centre near 1; some results filed as inactive read as strong as hits
MEKK3 PB1 HTS: modulators (inhibitors or enhancers) of MEK5 binding to human MEKK3 PB1 domain | hit rate 1.4% among 290,000 | Q99759 | bead-based flow cytometry, Alexa488-MEK5 binding to MEKK3; actives lie on both sides; 0 = blocked by unlabeled MEK5, 100 = vehicle | AID 1529 | binding response (% of control), % at 10 µM;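 active means binding response more than 3 SD above or below the average of its plate-row segment, actives on both sides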;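 further: Alexa488 bead fluorescence after subtracting the streptavidin-only scavenger bead signal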
Target sequence (Q99759 whole entry, looked up, the tested form may be a part): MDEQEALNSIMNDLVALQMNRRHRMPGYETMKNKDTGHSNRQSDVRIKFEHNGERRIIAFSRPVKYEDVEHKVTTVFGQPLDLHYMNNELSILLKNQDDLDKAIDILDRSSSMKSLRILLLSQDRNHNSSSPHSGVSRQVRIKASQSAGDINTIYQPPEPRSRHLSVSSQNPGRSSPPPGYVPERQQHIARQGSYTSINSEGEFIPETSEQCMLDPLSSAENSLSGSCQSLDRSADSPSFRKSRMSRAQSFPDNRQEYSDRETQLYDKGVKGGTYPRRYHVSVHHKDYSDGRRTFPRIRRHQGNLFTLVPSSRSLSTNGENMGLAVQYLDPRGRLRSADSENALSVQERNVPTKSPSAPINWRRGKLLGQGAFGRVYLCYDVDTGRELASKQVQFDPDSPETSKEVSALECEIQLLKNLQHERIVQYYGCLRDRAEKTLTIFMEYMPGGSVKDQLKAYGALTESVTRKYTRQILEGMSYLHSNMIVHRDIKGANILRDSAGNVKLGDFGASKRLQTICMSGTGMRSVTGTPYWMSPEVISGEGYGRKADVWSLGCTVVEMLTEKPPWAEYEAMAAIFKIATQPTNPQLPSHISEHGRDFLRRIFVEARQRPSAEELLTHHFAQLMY
Numbers without * were called inactive.

For C#CCNC(=O)C1=C[C@@H](c2coc3ccccc3c2=O)C[C@@H](OCc2ccc(CO)cc2)O1 the results were DNA FID counter -25, CRFR2-BP ag -1.5, GalR3 antagonist -7, UBC9 SUMO inh 0, HCV NS3 hel inh -7, CRFBP-R2 block -4, MEKK2 WT-MEK5 87, MEKK2 mut-MEK5 4 and MEKK3 PB1 HTS 90.
Screening COc1cc(C=O)ccc1OCCSc1ccc(Cl)cc1 returned DNA FID counter -1, CRFR2-BP ag 0.0, GalR3 antagonist -5, UBC9 SUMO inh -20, HCV NS3 hel inh 3, CRFBP-R2 block 1, MEKK2 WT-MEK5 98, MEKK2 mut-MEK5 -1 and MEKK3 PB1 HTS 99.
O=C(NCCOC(=O)c1ccc(S(=O)(=O)N2CCOCC2)cc1)c1cccnc1 was read as DNA FID counter -10, CRFR2-BP ag -0.9, GalR3 antagonist -2, UBC9 SUMO inh -5, HCV NS3 hel inh -2 and CRFBP-R2 block 6.
`CCCC(=O)Nc1ccc(C(=O)NN=C(C2CC2)C2CC2)cc1` gave DNA FID counter -17, CRFR2-BP ag -3.1, GalR3 antagonist -1, UBC9 SUMO inh -1, HCV NS3 hel inh 6, CRFBP-R2 block 5, MEKK2 WT-MEK5 105, MEKK2 mut-MEK5 -2 and MEKK3 PB1 HTS 102.
COc1ccccc1C(=O)Nc1ccc2c(c1)OCO2 was read as DNA FID counter -5, CRFR2-BP ag -1.2, GalR3 antagonist -6, UBC9 SUMO inh 11, HCV NS3 hel inh -3, CRFBP-R2 block -6, MEKK2 WT-MEK5 100, MEKK2 mut-MEK5 2 and MEKK3 PB1 HTS 103.
For CC(C(=O)NCC1CCCO1)n1cccc1C(=O)c1ccccc1 (stereo unspecified) the results were DNA FID counter -10, CRFR2-BP ag 0.1, GalR3 antagonist 0, UBC9 SUMO inh 10, HCV NS3 hel inh 9, CRFBP-R2 block -4, MEKK2 WT-MEK5 95, MEKK2 mut-MEK5 -3 and MEKK3 PB1 HTS 90.
`CCN(CC)CCCNC(=O)c1cn(CC)c2cc(N3CCN(C(=O)c4ccco4)CC3)c(F)cc2c1=O` gave DNA FID counter 25, CRFR2-BP ag 3.3, GalR3 antagonist -9, UBC9 SUMO inh 28, HCV NS3 hel inh 2, CRFBP-R2 block -7, MEKK2 WT-MEK5 113, MEKK2 mut-MEK5 3 and MEKK3 PB1 HTS 105.
Screening O=C(Nc1cccc(-c2cccc(Cl)c2)c1)C1CCN(C2CCC2)CC1 returned DNA FID counter 24, CRFR2-BP ag 2.8, GalR3 antagonist -4, UBC9 SUMO inh -8, HCV NS3 hel inh -79, CRFBP-R2 block -13, MEKK2 WT-MEK5 151*, MEKK2 mut-MEK5 14 and MEKK3 PB1 HTS 99.
N/C(Cc1cccc2ccccc12)=N\OC(=O)c1ccc(Br)o1 was read as DNA FID counter -2, GalR3 antagonist -4, UBC9 SUMO inh 19, HCV NS3 hel inh 5, MEKK2 WT-MEK5 96, MEKK2 mut-MEK5 -1 and MEKK3 PB1 HTS 99.
For N#Cc1ccc(C(=O)OCC(=O)N2CCOCC2)cc1 the results were DNA FID counter -8, CRFR2-BP ag -0.5, GalR3 antagonist -2, UBC9 SUMO inh 3, HCV NS3 hel inh -3, CRFBP-R2 block 5, MEKK2 WT-MEK5 94, MEKK2 mut-MEK5 1 and MEKK3 PB1 HTS 97.
For O=C(c1ccc(COc2ccccc2Cl)o1)N1CCOCC1 the results were DNA FID counter -15, CRFR2-BP ag -2.6, GalR3 antagonist 0, UBC9 SUMO inh 7, HCV NS3 hel inh -9, CRFBP-R2 block 3, MEKK2 WT-MEK5 107, MEKK2 mut-MEK5 0 and MEKK3 PB1 HTS 104.
`O=C(Oc1ccc(/C=N/NC(=O)c2ccccn2)cc1)c1cccc(Br)c1` gave DNA FID counter -11, CRFR2-BP ag -1.2, GalR3 antagonist 5, UBC9 SUMO inh 18, HCV NS3 hel inh 6, CRFBP-R2 block 9, MEKK2 WT-MEK5 106, MEKK2 mut-MEK5 2 and MEKK3 PB1 HTS 104.
Nc1nnnn1CC(=O)N/N=C/c1cccs1 was read as DNA FID counter 0, CRFR2-BP ag 0.5, GalR3 antagonist -4, UBC9 SUMO inh 3, HCV NS3 hel inh -3, CRFBP-R2 block -4, MEKK2 WT-MEK5 99, MEKK2 mut-MEK5 -5 and MEKK3 PB1 HTS 101.
Screening Cc1cc(NC(=O)Nc2ccc3c(ccn3C)c2)sn1 returned CRFR2-BP ag -1.0, GalR3 antagonist -3, CRFBP-R2 block 19, MEKK2 WT-MEK5 107, MEKK2 mut-MEK5 5 and MEKK3 PB1 HTS 107.
CC(C)CC1(C(=O)NCc2cc(F)cc(C(F)(F)F)c2)C=CCN1C(=O)c1ccccc1 (stereo unspecified) was read as DNA FID counter -14, CRFR2-BP ag -4.3, GalR3 antagonist -7, UBC9 SUMO inh 5, HCV NS3 hel inh 6, CRFBP-R2 block -3, MEKK2 WT-MEK5 103, MEKK2 mut-MEK5 3 and MEKK3 PB1 HTS 107.

2 neighbouring entries already listed, for reference:
Screening Cc1cc(NC(=O)Nc2ccc3c(ccn3C)c2)sn1 returned CRFR2-BP ag -1.0, GalR3 antagonist -3, CRFBP-R2 block 19, MEKK2 WT-MEK5 107, MEKK2 mut-MEK5 5 and MEKK3 PB1 HTS 107.
CC(C)CC1(C(=O)NCc2cc(F)cc(C(F)(F)F)c2)C=CCN1C(=O)c1ccccc1 (stereo unspecified) was read as DNA FID counter -14, CRFR2-BP ag -4.3, GalR3 antagonist -7, UBC9 SUMO inh 5, HCV NS3 hel inh 6, CRFBP-R2 block -3, MEKK2 WT-MEK5 103, MEKK2 mut-MEK5 3 and MEKK3 PB1 HTS 107.

The list continues.
For CC(C)N1CCN(S(=O)(=O)c2ccc3ccccc3c2)CC1 the results were DNA FID counter 5, CRFR2-BP ag 0.5, GalR3 antagonist -11, UBC9 SUMO inh -4, HCV NS3 hel inh -1, CRFBP-R2 block -7, MEKK2 WT-MEK5 104, MEKK2 mut-MEK5 0 and MEKK3 PB1 HTS 102.
`O=C(CCCN1C(=O)S/C(=C\C=C\c2ccccc2)C1=O)Nc1ccc(C(=O)O)cc1` gave DNA FID counter -24, CRFR2-BP ag -0.9, GalR3 antagonist -6, UBC9 SUMO inh 10, HCV NS3 hel inh 7, CRFBP-R2 block 20, MEKK2 WT-MEK5 101, MEKK2 mut-MEK5 -4 and MEKK3 PB1 HTS 102.
For CN1CCSc2ccc(C(=O)NCc3cccc(Br)c3)cc21 the results were DNA FID counter -19, CRFR2-BP ag -0.9, UBC9 SUMO inh 24, HCV NS3 hel inh -7, CRFBP-R2 block 5, MEKK2 WT-MEK5 99, MEKK2 mut-MEK5 -3 and MEKK3 PB1 HTS 99.
Screening Cc1nn(-c2ccc(Cl)cc2)c2sc(C(=O)N3CCN(c4ccccn4)CC3)cc12 returned DNA FID counter 3, CRFR2-BP ag 2.2, GalR3 antagonist -6, UBC9 SUMO inh -15, HCV NS3 hel inh 1, CRFBP-R2 block 29, MEKK2 WT-MEK5 102, MEKK2 mut-MEK5 -1 and MEKK3 PB1 HTS 101.
CCN1CCn2c3c(c4cc(C)ccc42)CCCC31 (stereo unspecified) was read as DNA FID counter 4, CRFR2-BP ag 1.1, GalR3 antagonist -3, UBC9 SUMO inh 12, HCV NS3 hel inh 4, CRFBP-R2 block -10, MEKK2 WT-MEK5 114, MEKK2 mut-MEK5 16 and MEKK3 PB1 HTS 111.
Screening COCCNC(=O)c1oc2ccc3c(c2c1C)C(O)CC(C)(C)O3 (stereo unspecified) returned DNA FID counter -23, CRFR2-BP ag -3.5, GalR3 antagonist -6, UBC9 SUMO inh 12, HCV NS3 hel inh 4, CRFBP-R2 block 8, MEKK2 WT-MEK5 102, MEKK2 mut-MEK5 7 and MEKK3 PB1 HTS 102.
`O=C(O)c1cnc(-c2ccccc2)nc1Sc1ccccc1` gave DNA FID counter -32, CRFR2-BP ag -0.3, GalR3 antagonist -2, UBC9 SUMO inh 20, HCV NS3 hel inh 23, CRFBP-R2 block 14, MEKK2 WT-MEK5 93, MEKK2 mut-MEK5 -1 and MEKK3 PB1 HTS 92.
For CC1CN(c2cc(=O)n(Cc3ccc(F)cc3)c(=O)[nH]2)CC(C)O1 (stereo unspecified) the results were DNA FID counter -6, CRFR2-BP ag 1.1, UBC9 SUMO inh 4, HCV NS3 hel inh 3, CRFBP-R2 block -22, MEKK2 WT-MEK5 108, MEKK2 mut-MEK5 3 and MEKK3 PB1 HTS 106.
Cc1c(NC(=O)CN2C(=O)NC3(CCCC3)C2=O)c(=O)n(-c2ccccc2)n1C was read as DNA FID counter -1, CRFR2-BP ag 0.3, GalR3 antagonist -3, UBC9 SUMO inh 4, HCV NS3 hel inh 36*, CRFBP-R2 block -7, MEKK2 WT-MEK5 88, MEKK2 mut-MEK5 -14 and MEKK3 PB1 HTS 95.
For C=CCNCCOc1ccc(C(C)(C)c2ccccc2)cc1 the results were DNA FID counter 8, CRFR2-BP ag -1.8, GalR3 antagonist 4, UBC9 SUMO inh -3, HCV NS3 hel inh -24, CRFBP-R2 block -1, MEKK2 WT-MEK5 107, MEKK2 mut-MEK5 2 and MEKK3 PB1 HTS 101.
Screening O=C(NCCN1CCCC1)C1(S(=O)(=O)c2ccc(Cl)cc2)CC1 returned DNA FID counter 8, CRFR2-BP ag -1.3, GalR3 antagonist -3, UBC9 SUMO inh 2, HCV NS3 hel inh 4, CRFBP-R2 block 14, MEKK2 WT-MEK5 103, MEKK2 mut-MEK5 6 and MEKK3 PB1 HTS 102.
CCN(CC)S(=O)(=O)c1cccc(-c2nnc(SC(C)C#N)n2Cc2ccccc2)c1 (stereo unspecified) was read as DNA FID counter -31, CRFR2-BP ag -3.5, GalR3 antagonist -2, UBC9 SUMO inh 16, HCV NS3 hel inh -2, CRFBP-R2 block 18, MEKK2 WT-MEK5 99, MEKK2 mut-MEK5 4 and MEKK3 PB1 HTS 101.
Screening N#Cc1nc(-c2ccco2)oc1NCc1cccnc1 returned DNA FID counter -5, CRFR2-BP ag 2.4, GalR3 antagonist 0, UBC9 SUMO inh 6, HCV NS3 hel inh -2, CRFBP-R2 block -5, MEKK2 WT-MEK5 99, MEKK2 mut-MEK5 -3 and MEKK3 PB1 HTS 96.
For CC(C)(C)n1nnnc1C(c1ccc(Cl)cc1)N1CCSCC1 (stereo unspecified) the results were DNA FID counter -9, CRFR2-BP ag 0.7, GalR3 antagonist -6, UBC9 SUMO inh 12, HCV NS3 hel inh -8, CRFBP-R2 block 0, MEKK2 WT-MEK5 102, MEKK2 mut-MEK5 5 and MEKK3 PB1 HTS 101.
`CC(C)C(NS(=O)(=O)c1ccc2c(c1)oc(=O)n2C)C(=O)N1CCN(C2CCCCC2)CC1` (stereo unspecified) gave DNA FID counter 4, CRFR2-BP ag 1.0, UBC9 SUMO inh 3, HCV NS3 hel inh 15, CRFBP-R2 block 58*, MEKK2 WT-MEK5 115, MEKK2 mut-MEK5 6 and MEKK3 PB1 HTS 116.
For Cc1cc(N2CCC(C(=O)N3CCN(c4cccc(C)c4C)CC3)CC2)n2ncnc2n1 the results were DNA FID counter -41, CRFR2-BP ag -1.3, GalR3 antagonist -8, UBC9 SUMO inh 16, HCV NS3 hel inh -2, CRFBP-R2 block 22, MEKK2 WT-MEK5 105, MEKK2 mut-MEK5 2 and MEKK3 PB1 HTS 97.
Cc1nc2ccc(S(=O)(=O)NCC(=O)N(C)Cc3ccccc3)cc2s1 was read as DNA FID counter -15, CRFR2-BP ag 0.5, GalR3 antagonist -5, UBC9 SUMO inh 2, HCV NS3 hel inh 0, CRFBP-R2 block 2, MEKK2 WT-MEK5 93, MEKK2 mut-MEK5 -4 and MEKK3 PB1 HTS 97.

Screens: PubChem, several laboratories

A portion of the library. The share of hits here may be higher or lower than overall.
